# S1P3 antag: blocks the human S1P3 receptor | Q99500 | CHO S1P3 NFAT-BLA reporter, FRET fluorescence, antagonist mode | inhibition, % at 4.98 µM | 0.27% of 170,000 active | AID 485;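 active means inhibition above the plate cutoff, the mean inhibition of test wells on that plate plus 3 SD, cut at about 28% in these data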;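 further: cells challenged with S1P at its EC80 of 0.8 µM; blue over green emission ratio from cleaved BLA substrate after 4 h stimulation; 0% = S1P-stimulated wells and 100% = unstimulated DMSO-only wells; some compounds past the cut are filed as inactive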
# Target sequence (Q99500 whole entry, looked up): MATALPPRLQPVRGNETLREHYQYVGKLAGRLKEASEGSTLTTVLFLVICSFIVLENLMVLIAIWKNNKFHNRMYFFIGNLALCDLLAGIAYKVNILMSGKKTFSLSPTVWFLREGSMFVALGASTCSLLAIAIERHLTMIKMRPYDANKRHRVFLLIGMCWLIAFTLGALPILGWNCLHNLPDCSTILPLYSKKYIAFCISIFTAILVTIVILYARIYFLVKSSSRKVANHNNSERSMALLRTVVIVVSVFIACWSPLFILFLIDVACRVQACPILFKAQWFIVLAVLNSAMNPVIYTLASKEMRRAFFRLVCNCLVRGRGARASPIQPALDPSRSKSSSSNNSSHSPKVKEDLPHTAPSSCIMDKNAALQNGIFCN
# Numbers without * were called inactive. These rows are one share of the data, so the mix of outcomes need not match the whole.
# The first 7 entries as a preview:
smiles | S1P3 antag
Nc1cc(Cl)ccc1C(=O)OCC(=O)N1CCOCC1 | 0
COc1ccc(N2CCN(Cc3nc4c(c(=O)[nH]c(=O)n4C)n3Cc3cccc(Cl)c3)CC2)cc1 | -21
COc1ccc(N=CC2=C(O)CC(C)(C)CC2=O)cc1OC | 5
COc1ccc(NC(=O)C2CC(=O)n3c(nc4ccccc43)N2)cc1 (stereo not given) | -6
C=CCNC(=S)NNC(=O)C(CC(C)C)CC(C)O (stereo not given) | 2
Cc1ccc(OCC(=O)c2cc(C)n(Cc3ccco3)c2C)c([N+](=O)[O-])n1 | -1
COc1ccccc1N1C(=O)CC(Sc2ccccc2N)C1=O (stereo not given) | 1

# Results, from the start:
smiles | S1P3 antag
Nc1cc(Cl)ccc1C(=O)OCC(=O)N1CCOCC1 | 0
COc1ccc(N2CCN(Cc3nc4c(c(=O)[nH]c(=O)n4C)n3Cc3cccc(Cl)c3)CC2)cc1 | -21
COc1ccc(N=CC2=C(O)CC(C)(C)CC2=O)cc1OC | 5
COc1ccc(NC(=O)C2CC(=O)n3c(nc4ccccc43)N2)cc1 (stereo not given) | -6
C=CCNC(=S)NNC(=O)C(CC(C)C)CC(C)O (stereo not given) | 2
Cc1ccc(OCC(=O)c2cc(C)n(Cc3ccco3)c2C)c([N+](=O)[O-])n1 | -1
COc1ccccc1N1C(=O)CC(Sc2ccccc2N)C1=O (stereo not given) | 1
COc1ccc(Cl)cc1NC(=O)c1cc(-c2ccc(C)cc2O)n[nH]1 | -10
Cc1cc(C)n(CC(C)NCc2c(C(=O)N3CCOCC3)nc3c(C)cccn23)n1 (stereo not given) | 16
O=c1cc(-c2ccc(Cl)cc2)[nH]c2ccccc12 | -2
Cc1cccc(Oc2nc(-c3ccccn3)nc3ccccc23)c1 | 9
CC(C)Oc1ccc(C(CC(=O)O)c2ccc(F)cc2)cc1 (stereo not given) | -3
O=C(CCCN1C(=O)/C(=C\c2ccccc2)SC1=S)Nc1ccccc1O | 2
Cn1c(=O)c2c(ncn2CC(COCc2ccccc2)OCc2ccccc2)n(C)c1=O (stereo not given) | -3
Cc1cc(OCC(=O)N(Cc2ccco2)C2CCS(=O)(=O)C2)ccc1Cl (stereo not given) | 5
C=CCN1CN(CCc2ccccc2)CNC1=S | 6
Cc1csc(SC(C)c2nc3scc(-c4ccccc4)c3c(=O)[nH]2)n1 (stereo not given) | 2
Cc1sc2ncnc(SCC(=O)c3ccc(O)cc3O)c2c1C | -5
CCN(CC)S(=O)(=O)c1ccc(/C=C/C(=O)Nc2ccccc2N2CCOCC2)cc1 | 2
NS(=O)(=O)c1ccc(CCNC(=O)Cc2ccc(S(=O)(=O)N3CCCC3)s2)cc1 | -9

# Sorted by the number under S1P3 antag (smallest number first): some entries from above.
smiles | S1P3 antag
COc1ccc(NC(=O)C2CC(=O)n3c(nc4ccccc43)N2)cc1 (stereo not given) | -6
O=c1cc(-c2ccc(Cl)cc2)[nH]c2ccccc12 | -2
Cc1ccc(OCC(=O)c2cc(C)n(Cc3ccco3)c2C)c([N+](=O)[O-])n1 | -1
Nc1cc(Cl)ccc1C(=O)OCC(=O)N1CCOCC1 | 0
COc1ccccc1N1C(=O)CC(Sc2ccccc2N)C1=O (stereo not given) | 1
CCN(CC)S(=O)(=O)c1ccc(/C=C/C(=O)Nc2ccccc2N2CCOCC2)cc1 | 2

# Reprinted at random: four entries already listed.
smiles | S1P3 antag
COc1ccc(NC(=O)C2CC(=O)n3c(nc4ccccc43)N2)cc1 (stereo not given) | -6
COc1ccc(Cl)cc1NC(=O)c1cc(-c2ccc(C)cc2O)n[nH]1 | -10
Cc1sc2ncnc(SCC(=O)c3ccc(O)cc3O)c2c1C | -5
Cc1cccc(Oc2nc(-c3ccccn3)nc3ccccc23)c1 | 9

# More entries.
smiles | S1P3 antag
COc1ccc(/C=C/C(=O)O/N=C(\N)c2cccnc2)cc1OC | -14
CC(NC(=O)c1cc(Br)ccc1Cl)c1ccccc1 (stereo not given) | 11
Cc1ccc(OCc2nnc(SCC(=O)Nc3ncc(C)s3)o2)cc1 | -10
Cc1ccc(C(=O)Nc2nc(N)n(-c3ccccc3)n2)cc1 | -5
CCOc1ccc(-c2nc(N)ncc2Oc2ccc(OC)cc2)c(O)c1 | 3
O=C(NNC(=O)c1ccccc1Cl)c1ccco1 | -4
CCCCC[n+]1ccn(C2=C([O-])c3ccccc3C(=O)/C2=N\S(=O)(=O)c2ccc(Br)cc2)c1 | -16
O=C(O)c1ccc(N/N=C/C2=C(N3CCOCC3)C(=C\c3ccccc3)/CC2)cc1 | 9
O=[N+]([O-])c1ccccc1OCC(O)CNC1CCCC1 (stereo not given) | 4
COc1cc(C(=O)OCCC(C)C)cc(OC)c1O | -6
CC1CCCCN1Cc1nc2c(c(=O)n(C)c(=O)n2C)n1Cc1cccc2ccccc12 (stereo not given) | 2
Cc1[nH]ccc2c1[nH]c1cc(=O)ccc12 | 0
COc1ccc(C2=NO[C@@H]3[C@@H]4C[C@@H]([C@H]5C(=O)N(C)C(=O)[C@@H]45)[C@H]23)c(OC)c1 | 2
Cc1cc(C)nc(S/C=C/C(=O)c2ccc(F)cc2)n1 | -7
O=C(c1nc(SCc2ccc([N+](=O)[O-])cc2)n2ccccc12)C(F)(F)F | 5
COc1ccccc1-c1nn(Cc2ccccc2)cc1/C=C/C(=O)O | -4
Cn1c(=O)c2c(SCC(=O)Nc3nccs3)nc(C3CC3)nc2n(C)c1=O | -10
Oc1nc(Nc2ccccc2)sc1/C=C1\C=Nc2ccccc21 | 3
COc1ccc(C2c3ccc(O)cc3Oc3ncn4nc(-c5ccccn5)nc4c32)cc1OC (stereo not given) | 0
CCCCC(C(=O)O)C(C)CC(=O)Nc1nccs1 (stereo not given) | -8
COC(=O)c1sccc1NC(=O)C1CC1 | -9
CC1S/C(=N/N=C/c2ccco2)N(Cc2ccccc2)C1=O (stereo not given) | 10
COc1cc(/C=C2\COC/C(=C\c3ccc(O)c(OC)c3)C2=O)ccc1O | 3
Cn1c(=O)c2c(nc(NCc3ccccc3)n2CC(N)=O)n(C)c1=O | 13
C=C(C)CSc1cc(C)nc2c(-c3ccccc3)c(C)nn12 | -5
C(=N\Nc1nc2ccccc2s1)/c1ccccn1 | 16
C=CCNC(=S)N1CCN(c2ncc(C(F)(F)F)cc2Cl)CC1 | -3
O=C(NNC(=O)c1ccc([N+](=O)[O-])cc1)NC1CCCCC1 | 0
CN(Cc1cccnc1)Cc1cn[nH]c1-c1ccc(-c2ccccc2)cc1 | 8
COc1ccc(Cn2c(=O)cc(N)n(-c3ccccc3C)c2=O)cc1 | -4
CCOC(=O)C1CCCN(c2c(NCCc3ccc(C)cc3)c(=O)c2=O)C1 (stereo not given) | 11
CCOC(=O)c1[nH]ncc1[C@@H]1C[C@H]2CN(Cc3cccc(Cl)c3)C(=O)[C@]23CCCN13 | -10
O=C(CSc1nnc(-c2ccc(C(F)(F)F)cn2)s1)c1ccccc1 | -7
C=CCn1c(Sc2ncc([N+](=O)[O-])s2)n[nH]c1=O | 2
O=C(N/N=C/c1cccc(NC(=O)c2ccc(Cl)cc2)c1)c1cccc(O)c1 | -1
CC(C)[C@H](NC(=O)c1ccco1)C(=O)OCC(=O)Nc1ccc(Cl)c(S(=O)(=O)N(C)C)c1 | 7
O=C(Nc1ncc(Cc2cccc(C(F)(F)F)c2)s1)C1CCCO1 (stereo not given) | -8
O=C(N(c1ccccc1)c1ccccc1)N(c1ccccc1)c1ccccc1 | -5
CCOC(=O)N1CCN(C(c2ccc(C)cc2)c2sc3nc(C)nn3c2O)CC1 (stereo not given) | 8
O=C1/C(=C/c2cccc([N+](=O)[O-])c2)CSc2ccc(Cl)cc21 | 1
Cc1ccc(-c2ccc(/C=N/n3cnnc3)o2)cc1 | -10
CCCN(CC(=O)Nc1cccc(S(N)(=O)=O)c1)CC(=O)Nc1ccc(F)c(F)c1F | -6
Cc1cc(NC(=O)COn2nnc3ccc(S(C)(=O)=O)cc32)ccc1Br | 18
O=C(COC(=O)COc1ccccc1F)Nc1ccc(Cl)cn1 | -4
Cc1onc(C(=O)NN)c1-c1csc(COc2ccccc2)n1 | -5
CN(NC1OC(=O)c2ccccc21)c1ncc(Cl)cc1C(F)(F)F (stereo not given) | -22
O=C(O)c1ccc(/C=N/n2cc(-c3ccccc3)[nH]c2=S)cc1 | -11
O=C(O)c1cnc2[nH]c3ccccc3n2c1=O | 0
CC(=O)N1CCCN(Cc2cn(-c3cccc(C)c3)nc2-c2cccc(F)c2)CC1 | 2
CSc1nsc(SC)c1C(N)=O | -8
Cc1ccsc1/C=N/n1c(-c2cc(-c3ccccc3)n[nH]2)n[nH]c1=S | 3
CCOC(=O)c1cnc2ccccc2c1NCc1ccco1 | -13
CC(=O)[C@@]1(O)C(C)CC2C3C=C(C)C4=Cc5c(cnn5-c5ccccc5)C[C@]4(C)C3C(O)C[C@@]21C (stereo not given in full) | -11
O=c1c(Cl)c(N2CCC3(CC2)OCCO3)cnn1C12CC3CC(CC(C3)C1)C2 | 4
O=C(Nc1ccc(-n2cnnn2)cc1)c1cn2ccccc2n1 | 2
COc1cccc(C(=O)NC(=S)Nc2ccc(Cl)cc2C(=O)O)c1 | 0
COc1ccc(CNC(=O)CCC(=O)Nc2nnc(CC(C)C)s2)cc1 | -1
COc1cc(/C=C/c2ccc3c([N+](=O)[O-])cccc3n2)ccc1OCC(=O)O | 0
O=C(c1cc(=O)[nH]c2ccccc12)N1CCN(c2ccccc2)CC1 | 1
CC1CN(c2nc(Nc3ccccc3)nc(N)c2[N+](=O)[O-])CC(C)O1 (stereo not given) | 6

# (more compounds)
smiles | S1P3 antag
Cc1sc2ccccc2[n+]1CC(=O)O | 2
Cc1cc2oc(=O)cc(COC(=O)c3cccc(N(C)C)c3)c2cc1C | 20
O=C(Nc1ccc(S(=O)(=O)N2CCCC2)cc1)c1cc(=O)c2ccccc2o1 | 2
Cn1nc(C(F)(F)F)cc1-c1ccc(/C=C(\C#N)C(=O)c2ccccc2)s1 | -5
CCOC(=O)NNc1ccc(C(F)(F)F)cn1 | 3
Nc1nc(Nc2ccccc2)sc1C(=O)c1ccccc1 | 0
CCCc1c(NC(=O)Nc2ccc(Cl)cc2Cl)cnn1-c1ccccc1 | -5
O=C(CSc1ccccn1)N/N=C/c1cc([N+](=O)[O-])ccc1O | 17
O=C(Cn1nc(Cc2ccncc2)c2ccccc2c1=O)Nc1cccnc1Cl | -4
CCCCC#Cc1cncc(C(=O)N/N=C/c2ccccc2)c1 | 6
N#CCC(=O)N/N=C/c1cn(Cc2ccc3ccccc3c2)c2ccccc12 | 4
C=CCOc1ccc(/C=C2\SC(=S)N(N3CCOCC3)C2=O)cc1 | -4
CN(C)c1ccc(C2N(c3cccc(Cl)c3)C(=O)C3CCCN32)cc1 (stereo not given) | 6
CCC1(C)Cc2c(sc3nc(SCC(=O)c4ccccc4)[nH]c(=O)c23)CO1 (stereo not given) | -1
Cc1nn2c(NCc3ccccn3)cc(C(C)(C)C)nc2c1-c1ccccc1 | -5
CN1N=C(C(C)(C)C)CSC1=Nc1ccc(F)cc1 | 2
Cc1cc(C)n(C(N)=NC(=O)c2ccc([N+](=O)[O-])cc2)n1 | -6
O=C(O)c1ccc2c(=O)n(-c3ccccc3)c(=S)[nH]c2c1 | -3
CC(=O)CC(C)(C)Nc1nc2ccc([N+](=O)[O-])cc2o1 | 10
CCCCSc1nnc(CCNC(=O)OC(C)(C)C)o1 | -3
CCOC(=O)N1CCN(C(=O)CS(=O)(=O)c2cn(Cc3ccc(F)cc3)c3ccccc23)CC1 | -20
C=CCn1c(=O)c(C(=O)Nc2nnc(C)s2)c(O)c2ccccc21 | -12
CCCN1C(=O)CC(Sc2ncccc2C(=O)O)C1=O (stereo not given) | -14
Cc1nnc(SCc2nc3sc(C(=O)O)c(C)c3c(=O)[nH]2)s1 | 10
O=C(O)c1ccc(C(=O)c2ccc3c(c2)C(=O)N(CCO)C3=O)cc1 | 0
OCCC1CN(Cc2cccn2-c2ncccn2)CCN1Cc1ccc(F)cc1 (stereo not given) | 13
O=C(O)c1ccc2c(=O)n(-c3ccc(F)c(Cl)c3)c(=S)[nH]c2c1 | 2
Cc1onc(-c2c(F)cccc2Cl)c1C(=O)ONC(=O)c1ccccc1 | -11
CCOC(=O)C(=CNc1cc(C)ccc1[N+](=O)[O-])C(=O)OCC | -2
O=C(CNC1CCCC1)Nc1cc(Cl)ccc1[N+](=O)[O-] | -9
Cc1cccc(OCC(=O)N(Cc2ccc(N(C)C)cc2)C2CCS(=O)(=O)C2)c1 (stereo not given) | 8
O=C(CN1CCN(S(=O)(=O)c2ccccc2)CC1)NC(=O)NCc1ccco1 | 3
O=C(N/N=C/C(Cl)=C\c1ccccc1)c1ccco1 | 2
O=C(CCCl)Nc1ccc(S(=O)(=O)NCc2ccco2)cc1 | -9
N#Cc1c(NC(=O)c2cccc(S(=O)(=O)Nc3ccc(C(=O)O)cc3)c2)sc2c1CCCC2 | 6
Cc1ccc(NC2=NC(c3ccc(F)cc3)n3c(nc(C)cc3=O)N2)c(C)c1 (stereo not given) | 7
O=C(Cn1nc(C(=O)O)c2ccccc2c1=O)Nc1ccc2c(c1)C(=O)c1ccccc1C2=O | -1
CC(=O)c1ccc(NC(=O)Cn2c3ccccc3c3nc(=O)cc(C)n32)cc1 | 10
Cc1noc(C)c1S(=O)(=O)Nc1ccccc1Oc1ccccc1 | 4
COc1ccc(C2c3c(ncn(CCCO)c3=N)Oc3ccc4ccccc4c32)cc1OC (stereo not given) | 0
CC(=O)c1cc(CN2CCN(CCC(C)C)C(CCO)C2)cs1 (stereo not given) | 13
O=C(O)CCn1cc(/C=C/C(=O)c2ccc(Cl)cc2)c(-c2cccc(Br)c2)n1 | 6
CC1=NCCN1CCNC(=O)Nc1ccc(C(C)(C)C)cc1 | -12
COC(=O)Cc1nc(Nc2ccccc2)sc1C | 10

# Screening data (PubChem)
